# 697 NFkB inh: inhibitors of the PMA/ionomycin-induced NF-kB reporter in 697 B cells | 697 B-cell NF-kB luciferase reporter, 16 h | inhibition, % at 4 µM | 330,000 tested, 0.33% active | AID 435022; in the data active means inhibition above about 35%
# XBP1 UPR activ: adaptive UPR (XBP1) activation | CHO-XBP1 luciferase reporter, IRE1-XBP1 UPR activation, luminescence; percent of tunicamycin response, DMSO as zero | activation, % at 20 µM | 330,000 tested, 0.33% active | AID 463104;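 active means versus positive control, 20 µM dose yields 30% or more activation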;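 further: 100% = tunicamycin at 10 µg/mL and 0% = DMSO only wells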
#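 Material – CHO cell line with stable XBP1 luciferase reporter · Buffer or medium – F12 plus 10% FBS · Compound – single point, 20 µM final compound, 1% DMSO · Schedule – 16-18 h cell attachment at 37 °C, then 6 h compound exposure · Signal – Steady-Glo luminescence read · Benchmarks – high control tunicamycin 10 µg/mL final, low control DMSO vehicle only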
# APJ ag: activates the human apelin receptor APJ | activation, % at 20 µM | 330,000 tested, 0.11% active | AID 2520 | CHO-K1 APJ PathHunter beta-arrestin, luminescence; 0% DMSO wells, 100% apelin | P35414;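 active means activation more than six SD over the plate average, tested at 20 µM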;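 further: 0% = DMSO alone and 100% = apelin-13 at 10 nM; some results filed as inactive read as strong as hits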
#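 Test system: CHO-K1 APJ beta-arrestin complementation cell line. Amount: cell density 1000 per well. Controls: DMSO negative, 10 nM Apelin-13 positive. Signal: luminescent beta-gal fragment complementation, chemiluminescent substrate. Read-out basis: agonist-driven arrestin binding to APJ. Timing: compound stimulation 90 min at 25 °C, detection 60 min.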
# APJ antag: APJ receptor antagonism; CHO-K1 APJ beta-arrestin complementation, luminescence; inhibition, % at 20 µM; 330,000 tested, 0.32% active;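 active means inhibition above about 40% at 20 µM, limit read from the data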;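 further: cells challenged with 10 nM apelin-13 agonist together with compound; plate controls were apelin-13 plus DMSO wells for no effect and DMSO wells lacking apelin-13 for full effect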
# tim23-1 inh: growth inhibitors of tim23-1 mutant yeast; S. cerevisiae tim23-1 growth, BacTiter-Glo luminescence, 24 h; inhibition, % at 20 µM; 330,000 tested, 1.3% active; AID 463212;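 active means growth inhibition of the mutant yeast at or above 50%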;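 further: temperature-sensitive mutant grown at 25 °C; plate controls were DMSO-treated mutant yeast for no effect and medium wells lacking yeast for full effect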
# Mdm2-MdmX inh: inhibitors of human Mdm2/MdmX interaction. O15151+Q00987. SaOS-2 split-luciferase Mdm2/MdmX complementation, luminescence. inhibition, % at 8 µM. 330,000 tested, 3% active;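 active means inhibition of at least 50% at 8 µM in the primary screen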
# Target sequence (O15151 whole entry, looked up): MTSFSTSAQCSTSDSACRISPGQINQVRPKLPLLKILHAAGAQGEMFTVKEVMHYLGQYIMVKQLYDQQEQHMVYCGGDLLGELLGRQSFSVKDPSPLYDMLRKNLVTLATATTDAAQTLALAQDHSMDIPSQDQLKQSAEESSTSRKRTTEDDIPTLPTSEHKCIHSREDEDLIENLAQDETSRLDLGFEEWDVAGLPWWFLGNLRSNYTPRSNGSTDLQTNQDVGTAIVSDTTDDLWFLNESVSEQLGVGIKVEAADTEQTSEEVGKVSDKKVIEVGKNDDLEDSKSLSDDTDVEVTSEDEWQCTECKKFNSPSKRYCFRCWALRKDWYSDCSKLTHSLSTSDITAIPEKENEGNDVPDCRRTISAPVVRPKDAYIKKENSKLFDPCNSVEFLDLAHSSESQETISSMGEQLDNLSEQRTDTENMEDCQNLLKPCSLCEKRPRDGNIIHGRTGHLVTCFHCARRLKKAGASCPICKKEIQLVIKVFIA
# Target sequence (Q00987 whole entry, looked up): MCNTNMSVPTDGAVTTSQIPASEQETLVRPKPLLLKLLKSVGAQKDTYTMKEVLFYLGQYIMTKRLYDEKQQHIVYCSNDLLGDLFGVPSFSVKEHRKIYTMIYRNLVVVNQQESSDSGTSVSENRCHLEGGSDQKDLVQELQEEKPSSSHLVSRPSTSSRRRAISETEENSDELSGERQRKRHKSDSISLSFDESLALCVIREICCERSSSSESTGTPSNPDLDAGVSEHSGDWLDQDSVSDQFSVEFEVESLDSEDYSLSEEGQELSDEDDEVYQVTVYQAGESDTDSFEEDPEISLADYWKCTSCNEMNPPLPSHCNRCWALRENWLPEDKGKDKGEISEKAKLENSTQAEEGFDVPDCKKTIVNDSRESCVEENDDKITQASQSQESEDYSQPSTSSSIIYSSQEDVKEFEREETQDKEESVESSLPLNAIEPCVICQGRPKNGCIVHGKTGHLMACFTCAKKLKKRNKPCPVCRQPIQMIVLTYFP
# CHOP UPR activ: activators of apoptotic arm of unfolded protein response (CHOP) | CHO-CHOP luciferase reporter, UPR activation, luminescence; percent of tunicamycin response over DMSO baseline | activation, % at 10 µM | 330,000 tested, 0.34% active | AID 449763;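 active means at 10 µM dose, activation of 40% or more, normalized to positive control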;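 further: 100% = tunicamycin at 10 µg/mL and 0% = DMSO alone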
#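 Assay system: CHO cells with stable CHOP pathway luciferase reporter; Buffer or medium: F12 plus 10% serum; Times: 16-18 h cell attachment, then 6 h compound exposure, 37 °C; Signal: luciferase luminescence; Read-out basis: percent activation relative to tunicamycin control; Control set: tunicamycin high control, DMSO low control.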
# Jurkat NFkB inh: lowers PMA/ionomycin-induced NF-kB signal in Jurkat cells | 330,000 tested, 0.53% active | PMA/ionomycin-induced NF-kB luciferase reporter, luminescence | inhibition, % at 4 µM; in the data active means inhibition above about 50%
# Starred values were filed as active, the others as inactive.
SMILES,697 NFkB inh,XBP1 UPR activ,APJ ag,APJ antag,tim23-1 inh,Mdm2-MdmX inh,CHOP UPR activ,Jurkat NFkB inh
S=c1[nH]nc2c3c4c(sc3ncn12)CCCC4,2.9,-0.6,-2.7,22.7,35.6,14.0,-1.6,2.5
COc1cc(/C=N/NC(=O)c2ccc(CN(C)S(=O)(=O)c3ccc(C)cc3)cc2)ccc1O,22.2,-0.3,-0.3,18.8,11.6,18.2,0.5,4.4
CC(=O)Oc1ccc(-c2csnn2)cc1,-14.5,-3.3,2.6,-7.1,-6.9,14.2,0.4,-2.3
CCOc1ccc(C(=O)Nc2ccc(NC(=S)NC(=O)CC)cc2)cc1Cl,4.6,-1.6,-2.6,-27.6,-8.3,23.0,2.0,10.2
Cc1[nH]c2ccccc2c1/C=N/NC(=S)NCc1ccccc1,-116.0,14.4,-0.6,-37.2,13.4,-0.9,2.7,-26.9
CCOc1ccc(NC(=O)CCNS(=O)(=O)c2cccc3nonc23)cc1,11.3,-2.2,-0.3,6.3,-6.5,-2.3,0.0,-4.2
CCCC(=O)OCC(=O)Nc1cc(Cl)ccc1[N+](=O)[O-],-5.6,-2.3,-4.2,-22.0,-14.1,10.2,-1.0,11.4
N#CC(Sc1ccccn1)c1ccc(Cl)cc1Cl (stereo not given),10.8,-0.2,-3.5,-2.0,-17.6,14.4,-1.3,1.7
CN(C)N1C(N)=C(C#N)C(c2ccc(Br)cc2)C2=C1CCCC2=O (stereo not given),7.7,-5.3,0.5,-10.9,15.3,3.1,-1.9,-19.3
COc1ccc(C2NC(=S)N(c3ccccc3)C(C)=C2C(=O)Nc2ccccc2)cc1 (stereo not given),-0.5,-0.6,-2.8,8.5,11.8,19.7,-0.4,6.7
O=C(CN1C(=O)C(=O)N(C2CCCC2)C1=O)Nc1ccc([N+](=O)[O-])cc1,7.8,1.1,2.5,16.6,10.9,-9.4,1.2,11.9
O=C(CNC(=O)c1ccc(Cl)cc1Cl)OCC(=O)N1CCN(c2ccccc2)CC1,-2.6,-4.4,-0.5,-1.3,11.3,15.2,-0.3,10.1
CCOC(=O)C(=CNc1ncccc1C)C(=O)OCC,16.9,-0.2,0.2,20.8,28.7,38.4,-1.0,15.5
Oc1ccc(NCc2cccs2)cc1,-17.7,-4.4,8.2,-36.3,12.5,28.9,3.1,13.5
COc1ccc(-n2nc(C(=O)NCC(=O)NC3CCCCCC3)c3ccccc3c2=O)cc1OC,-8.1,-3.5,0.0,-2.7,8.4,5.8,0.1,-4.5
N#C/C(=C\c1ccc(F)cc1)C(=O)Nc1ccccn1,7.1,4.3,-4.0,-21.6,38.6,-9.8,2.6,-9.2
Cc1cnc(C(=O)OCC(=O)NC(=O)NC(C)C)cn1,2.6,0.3,-1.8,-4.7,-9.2,25.1,-1.2,-1.1
O=C(CCC(=O)Nc1ccc(F)cc1)N/N=C/c1ccc(Br)cc1,3.3,-3.6,0.4,-2.0,0.9,-3.7,1.7,13.5
Cc1cccc(C)c1NC(=O)COc1ccc2c(C)c(Cc3ccccc3)c(=O)oc2c1C,5.6,6.0,-0.8,8.4,0.6,96.9*,-1.2,18.1
COc1ccc(N(CC(=O)Nc2ccc(F)cc2)S(=O)(=O)c2ccccc2[N+](=O)[O-])c(OC)c1,-10.1,-1.3,-2.5,6.1,16.1,-9.4,-0.5,-5.1
O=C(COC(=O)c1ccccn1)Nc1cccnc1Cl,25.6,-2.5,5.5,-0.9,-8.4,25.5,3.1,17.5
Cc1nn(-c2ccccc2)c(Oc2ccc(F)cc2)c1/C=N/n1cnnc1,13.7,-0.4,-1.6,-8.1,-10.9,-28.8,0.3,-5.7
COc1cc2c(cc1OC)C(c1ccccc1C(F)(F)F)CC(=O)N2 (stereo not given),8.2,-4.4,-1.5,4.4,8.9,12.9,-2.5,-2.8
N#CNC(=Nc1cccc(Cl)c1)Oc1ccccc1,6.5,-0.9,-4.1,4.3,19.6,6.0,-0.1,-2.5
C[C@H](CO)N1C[C@H](C)[C@@H](CN(C)S(=O)(=O)c2cccs2)Oc2ccc(NS(=O)(=O)c3cn(C)cn3)cc2C1=O,12.1,-0.2,-1.6,8.1,-10.2,24.9,1.4,-1.1
Cc1nn(C)c(C(=O)N2CCN(C(=O)c3ccco3)CC2)c1Br,-36.6,1.2,1.8,-30.0,11.3,-19.8,1.6,3.6
COCC(C)NC(=O)c1ccc(Cl)c(Cl)c1 (stereo not given),3.0,-3.6,-7.1,14.3,7.6,2.7,-1.2,1.6
N#Cc1ccc(C(=O)NC(=S)N2CCN(C=O)CC2)cc1,1.2,-2.0,4.4,7.0,11.0,-4.3,-1.0,-4.5
COC(=O)c1ccccc1NC(=O)CSc1nnc(-c2cccnc2)o1,-11.2,0.3,-0.5,3.0,11.2,-1.3,1.5,-15.0
O=C(CN1CCCC1)Nc1nc(-c2ccc3c(c2)CCN3C(=O)c2ccccc2F)cs1,-13.5,1.7,-1.2,6.2,22.0,-19.0,0.4,-5.0
CC(C)c1ccc(C2c3[nH]c4ccccc4c3C[C@H]3C(=O)N(c4ccccc4C(=O)N4CCC(C(=O)O)CC4)C(=O)N23)cc1 (stereo not given in full),7.9,-4.0,3.5,-84.6,11.7,20.1,2.5,2.6
Nc1nc(-c2ccco2)nn1C(=O)c1ccccc1,-24.1,1.1,0.3,-6.7,19.0,3.3,-3.5,-30.8
O=C(CCC1CCN(C(=O)Cc2c(F)cccc2F)CC1)NC1CC1,-11.3,-3.8,-0.1,-2.8,-6.6,18.4,1.7,-13.0
S=c1[nH]c2cc3c(cc2[nH]1)OCCO3,6.3,2.2,4.0,7.7,0.8,-2.6,-1.4,0.2
Cc1ccc(NC(=O)CCC(=O)NNC(=O)CCc2ccccc2)c(C)c1,26.6,1.4,2.1,19.9,-5.1,28.1,-0.3,9.3
CCCCC(=O)Nc1ccc2c(c1)OCCO2,-26.3,0.0,3.9,9.2,11.2,-35.2,4.8,-30.0
OCCC1CN(Cc2ccc(C(F)(F)F)cc2)CCN1Cc1ccccc1 (stereo not given),-7.0,-2.4,-1.5,-5.5,2.4,25.2,1.4,4.0
COCCC(=O)N1CCC(C(=O)Nc2ccc(Oc3ccccc3)nc2)CC1,-33.1,-1.5,1.8,18.8,-18.1,-5.3,2.7,-28.1
Cc1cc2c(ccc3[nH]onc32)n1,9.4,0.1,0.6,8.6,-14.5,44.6,-3.0,-3.4
CN(C)C(CNc1ncnc2sc3c(c12)CCCCC3)c1ccco1 (stereo not given),-3.4,4.9,-6.2,20.3,35.5,-1.6,-1.5,-3.9
Cc1cc(C)c2[nH]c(=O)c(CN(CC3CCCO3)C(=S)Nc3ccccc3)cc2c1 (stereo not given),-27.9,-1.3,-0.7,-7.9,2.4,-4.2,1.8,-7.0
CCn1c(O)c(/C=C2\C=Nc3ccccc32)sc1=Nc1ccc(C)cc1,-1.3,3.0,0.0,13.3,4.7,12.3,-0.5,61.7*
Cc1ccc(NC(=O)COC(=O)CCc2c(C)nc3ncnn3c2C)cc1,1.9,-1.2,-1.3,2.9,2.8,22.8,-0.5,4.5
Cn1c(=O)[nH]c(=O)c2c1ncn2CCN1CCCCC1,-2.5,1.9,-2.3,-4.8,3.6,24.9,-3.1,-10.2
Oc1cccc(/C=N/Nc2cccc3cccnc23)c1,-144.0,-1.7,-1.3,-29.2,53.0*,-438.3,1.6,-126.9
CC(C)OCCCNc1ncc2c(n1)CC(c1cccs1)CC2=O (stereo not given),7.2,2.2,0.0,-0.4,9.3,0.4,5.3,3.7
O=c1oc2ccccc2c(O)c1Sc1ccc(Cl)cc1,17.3,0.3,-0.2,1.7,20.7,-2.2,2.0,12.4
COc1cccc(C=Nc2cc(C)cc(C)c2)c1O,9.9,-2.7,-3.4,12.2,27.7,3.6,1.2,8.6
CCC/C=N/NC(=O)c1cccc(Br)c1,2.8,-1.2,-3.3,-18.0,11.7,16.5,-1.5,-3.5
CCOC(=O)c1c(NC(=O)CCS(=O)(=O)c2ccccc2)sc2c1CC(C)(C)NC2(C)C,-39.9,-3.8,0.9,-33.5,16.7,14.2,-0.4,-9.4
O=C(Nc1ccc([N+](=O)[O-])cc1)C(Cc1ccccc1)N1C(=O)c2cccc3cccc(c23)C1=O (stereo not given),8.5,41.8*,-4.7,0.1,17.6,62.9*,24.1,-13.6
CC(C)CC(=O)Nc1cccc(-c2csc(-c3ccccc3)n2)c1,-9.0,-1.7,0.2,-1.1,37.8,10.8,3.4,-21.1
N#CCCn1nc(Cc2cccc3ccccc23)c(C#N)c1N,6.1,2.4,-0.4,22.4,13.3,-9.8,1.1,-9.8
Cc1onc(-c2ccccc2Cl)c1C(=O)N1CCC(Cc2ccccc2)CC1,-24.2,-4.3,-2.8,11.1,-146.2,12.9,-1.4,4.9
Cc1oc(-c2ccccc2F)nc1CS(=O)(=O)CC(=O)N1CCCCCC1,11.8,0.1,7.0,4.4,22.5,4.1,1.1,15.0
CCN(CC)S(=O)(=O)c1ccc(N2CCCCC2)c(C(=O)Nc2ccccc2N2CCOCC2)c1,4.7,3.8,-2.2,-0.7,15.1,27.2,2.3,-1.6
CC(=O)N1c2ccc(S(=O)(=O)N3CCCCC3)cc2CC1C (stereo not given),-15.3,0.8,-1.8,-8.3,10.3,16.3,1.9,-16.3
Cc1ccc(NC2=C(CC(=O)O)C(c3ccccc3)N(c3ccc(C)cc3)C2=O)cc1 (stereo not given),-15.8,-3.2,-3.1,15.2,12.7,-5.1,3.0,-7.8
Cc1ccc(C2C3=C(CCCC3=O)N=C3c4ccccc4C(=O)C32)cc1 (stereo not given),-6.9,-2.0,-7.0,23.1,7.0,26.8,1.8,-1.0
NS(=O)(=O)c1ccc(SCc2ccccc2)nc1,-34.5,2.1,3.6,13.1,1.4,5.4,1.4,-46.3

# Reformatted: results already given.
molecule	697 NFkB inh	XBP1 UPR activ	APJ ag	APJ antag	tim23-1 inh	Mdm2-MdmX inh	CHOP UPR activ	Jurkat NFkB inh
Cc1ccc(C2C3=C(CCCC3=O)N=C3c4ccccc4C(=O)C32)cc1 (stereo not given)	-6.9	-2.0	-7.0	23.1	7.0	26.8	1.8	-1.0
CC(C)OCCCNc1ncc2c(n1)CC(c1cccs1)CC2=O (stereo not given)	7.2	2.2	0.0	-0.4	9.3	0.4	5.3	3.7

# The list goes on:
SMILES,697 NFkB inh,XBP1 UPR activ,APJ ag,APJ antag,tim23-1 inh,Mdm2-MdmX inh,CHOP UPR activ,Jurkat NFkB inh
Cc1ccc(/C=N/N(C)S(=O)(=O)c2ccc(C)cc2)cc1,-1.9,-5.7,-1.5,2.2,24.5,17.6,-2.6,-13.6
C/C(=N/NC(N)=S)c1ccc(Br)s1,9.9,-0.9,-6.2,18.0,10.0,1.6,-1.4,10.8
CN(C)C(=S)NCc1ccccc1,-8.4,4.4,-0.1,-7.0,10.8,-6.7,0.7,-5.7
CCOC(=O)NC(=O)CSc1ccccn1,-4.7,-3.3,0.9,12.2,3.8,-6.9,0.5,-7.8

# 3 compounds from above, sorted by their value in XBP1 UPR activ, low to high:
SMILES	XBP1 UPR activ
Cc1ccc(/C=N/N(C)S(=O)(=O)c2ccc(C)cc2)cc1	-5.7
CCOC(=O)NC(=O)CSc1ccccn1	-3.3
CN(C)C(=S)NCc1ccccc1	4.4
